RXFP1 ag: RXFP1 (human) receptor agonism. Q9HBX9. HEK293T-RXFP1 cAMP TR-FRET, 30 min; response scale: percent of porcine relaxin response, buffer zero. 370,000 tested, 0.3% active. Potency, µM (doses to about 57.5 µM), without a hit: top-dose activation, actives largely listed as activators; further: potency means the concentration at half of the fitted maximal effect; on the % scale 0 is the no-effect control and ±100 the full control effect; nearly all actives have a fitted effect of over 60% in size; many of its hits are not listed in these tables
Target sequence (Q9HBX9 whole entry, looked up): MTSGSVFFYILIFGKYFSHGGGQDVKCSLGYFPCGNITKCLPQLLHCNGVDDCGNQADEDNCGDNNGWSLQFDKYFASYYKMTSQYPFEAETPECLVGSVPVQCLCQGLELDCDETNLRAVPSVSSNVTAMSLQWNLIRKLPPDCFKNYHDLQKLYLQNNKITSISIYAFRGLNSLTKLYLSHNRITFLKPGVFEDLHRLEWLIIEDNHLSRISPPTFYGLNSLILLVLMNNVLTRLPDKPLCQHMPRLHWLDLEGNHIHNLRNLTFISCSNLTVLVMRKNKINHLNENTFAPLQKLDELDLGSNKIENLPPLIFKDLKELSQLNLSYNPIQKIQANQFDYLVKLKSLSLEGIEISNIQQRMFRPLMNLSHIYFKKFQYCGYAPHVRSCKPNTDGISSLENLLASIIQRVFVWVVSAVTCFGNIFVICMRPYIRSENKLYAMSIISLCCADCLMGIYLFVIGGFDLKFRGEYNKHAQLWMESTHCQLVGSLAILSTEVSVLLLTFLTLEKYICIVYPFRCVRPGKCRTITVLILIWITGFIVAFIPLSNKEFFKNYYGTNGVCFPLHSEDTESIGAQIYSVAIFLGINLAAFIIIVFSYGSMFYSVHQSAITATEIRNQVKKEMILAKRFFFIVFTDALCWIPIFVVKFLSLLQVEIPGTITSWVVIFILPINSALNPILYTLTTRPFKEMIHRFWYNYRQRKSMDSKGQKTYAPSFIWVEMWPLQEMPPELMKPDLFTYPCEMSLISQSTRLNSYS
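Agonist response is measured as cAMP accumulation in an RXFP1-transfected HEK293T line under PDE4 inhibition. Values are scaled between buffer-only and 29 nM porcine relaxin, and EC50s come from standard Hill equation fits.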
D1 potentiator: enhances dopamine response at the human D1 receptor. P21728. HEK293 TREx D1 cells, calcium flux, dopamine EC20 potentiation. AID 504651. 360,000 tested, 0.036% active. potentiation, % at 10 µM; in the data active means potentiation above about 30%; further: 0% is about no effect
Vif-APOBEC3F blk: Vif-A3F binding inhibition. Potency, µM (titrated, usually from 46.1 µM), for inactives: at the highest dose activity, negative = active. HeLa A3F-eYFP + Vif (tagged APOBEC3F with the HIV-1 protein that degrades it), YFP fluorescence increase. 390,000 tested, 0.2% active; further: potency means the concentration at half of the fitted maximal effect; % of control where 0% means no effect; nearly all actives have a fitted effect of over 65% in size
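Fluorescence increase (Ex 488/Em 500-530) after overnight compound treatment at 37 deg C flags inhibition of Vif-driven A3F-eYFP loss in stable HeLa A3F-eYFP/Vif cells seeded overnight beforehand.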
Vif-A3G inh: Vif-A3G binding inhibition | Q9HC16 | HeLa A3G-eYFP + Vif (tagged APOBEC3G with the HIV-1 protein that degrades it), YFP fluorescence, overnight | Potency, µM (series often up to 46.1 µM), for inactives: top-dose activity, negative = active, hits mostly inhibitors | 410,000 tested, 0.076% active;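 further: potency means the concentration at half of the fitted maximal effect; on the % scale 0 is the no-effect control and ±100 the full control effect; nearly all actives have a fitted effect of over 60% in size; hits raise eYFP signal because A3G escapes Vif-driven loss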
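Read-out is eYFP fluorescence (Ex 488/Em 500-530) from Vif-expressing HeLa A3G-eYFP cells; more signal means A3G escaped Vif-mediated degradation. Cells plated overnight, compound pinned in, incubated overnight at 37 deg C.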
LDHA block: blocks human lactate dehydrogenase A | 480,000 tested, 0.15% active | activity change, % (values are at about 110 or 230 µM) | purified LDHA, NADH/diaphorase-resazurin fluorescence; active compounds read low | AID 1347041; in the data active means activity change below about -30%; inconclusive means mostly about -25% to -30%;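 further: plate controls were DMSO wells for no effect and wells without enzyme for full effect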
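Human LDH5 (2 nM) was incubated with 0.06 mM NADH and 0.2 mM pyruvate for 5 min at room temperature in Tris pH 7.4. Remaining NADH was coupled through diaphorase/resazurin, and resorufin fluorescence was read at 0 and 20 min.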
GRP78 ERSR act: ER stress response induction in glioma. U87-MG GRP78 promoter luciferase reporter, 16 h. Potency, µM, for the others: top-dose activation, actives largely listed as activators. 420,000 tested, 0.02% active; further: potency means the concentration at half of the fitted maximal effect; series mostly up to about 76 µM; % of control where 0% means no effect; nearly all actives have a fitted effect of over 35% in size
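Stably transfected U87-MG glioma cells carrying a GRP78-based luciferase sensor; 16 h compound incubation. Luminescence end-point read 10 min after Bright-Glo addition at room temperature.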
D2 PAM: D2 dopamine receptor (human) potentiation; HEK293 T-REx D2, calcium flux, EC20 dopamine potentiation; potentiation, % at 10 µM; 340,000 tested, 0.34% active; AID 485347;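 active means potentiation over 3 SD above the plate norm, cut at about 30% in these data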; further: 0% is about no effect
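Potentiation of an EC20 dopamine calcium response is measured in a force-coupled, tetracycline-inducible Hek293 Trex D2 line. Compound-only kinetic reads over 180 s flag agonists before dopamine addition.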
D1 agonist: human D1 receptor agonism. HEK293 T-REx D1 cells, calcium flux, agonist mode. P21728. activation, % at 2 µM. 360,000 tested, 1% active; in the data active means activation above about 30%; further: 0% is about no effect
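Tetracycline-induced HEK293 TREx D1 cells, force-coupled to calcium signalling, were dye-loaded with a no-wash calcium kit. Compound was pin-added after a 10 s baseline. Fluorescence was read kinetically at 1 cycle/s for 180 s, with calcium rises flagged as agonism.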
D1 antag: human D1 dopamine receptor antagonism; activity change, negative = inhibition, % at 10 µM; P21728; 360,000 tested, 3.2% active; HEK293 TREx D1 cells, calcium flux, dopamine EC80; active compounds read low; in the data active means activity change below about -30%; further: on the % scale 0 is the no-effect control and ±100 the full control effect
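Using tetracycline-induced force-coupled D1 Hek293 cells and a calcium dye, signals were followed for 180 s after compound, then for 180 s after EC80 dopamine, to detect inhibitors.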
Numbers without * were called inactive; ? = inconclusive; . = not tested or not shown; & = joins results of further samples. Unless noted, the call rests on the fitted dose curve; in most records, active means well fitted curve in the direction sought with a large enough effect; inconclusive means small, poorly fitted or top-dose-only effect, or another doubt; inactive means no such curve, though single readings can be large; an effect the other way counts as inactive or inconclusive.

SMILES | RXFP1 ag | D1 potentiator | Vif-APOBEC3F blk | Vif-A3G inh | LDHA block | GRP78 ERSR act | D2 PAM | D1 agonist | D1 antag
CCOC(=O)c1c(C)[nH]c(C)c1S(=O)(=O)N1CCN(c2ccccc2OC)CC1 | -2.3% | 7 | 0% | -2% | -9 | -3% | -5 | 0 | 2
COc1ccccc1NS(=O)(=O)c1ccc(C(=O)N2CCN(c3ccccc3)CC2)cc1 | -0.1% | -9 | 3% | 4% | -7 | -3% | -6 | 4 | 3
Cc1ccc(C)c(OCCOCCn2c(-c3ccc(Br)cc3)nc3ccccc3c2=O)c1C | 4.4% | -2 | -5% | -3% | -9 | -5% | . | 2 | 1
C=CCC(Nc1ccccc1)C12C=CC(O1)C(C(=O)OC)=C2C(=O)OC (configuration not stated) | 0.1% | -14 | 2% | ? | -5 | -18% | -4 | 0 | 3
C/C(=N\N=C\c1cccc(F)c1)c1nnn(-c2nonc2N)c1C | 4.2% | -6 | 0% | -1% | -1 | 0% | 1 | 5 | -9
O=C(COC(=O)c1ccc2ncsc2c1)Nc1ccccc1Cl | . | . | -13% | 1% | -3 | 1% | . | . | .
CCN1C(=NCCOC)N[C@@H](c2cccc(F)c2)C(C(=O)OC)=C1C | -2.7%&1.9% | 3&-6 | 3% | 2% | -14 | -6% | 0 | 2&2 | -5&6
COc1ccc(CN(C(=O)Nc2ccc(C)c(F)c2)C2CCN(C(C)=O)CC2)cc1 | 0.9% | 8 | -3% | -14% | 1 | 1% | 4 | 0 | -12
CCN(Cc1ccccc1)C(=O)CCS(=O)(=O)c1ccc2c(c1)n(C)c(=O)c(=O)n2C | 18% | -4 | 7% | 2% | 6 | 0% | -1 | 3 | -3
CCN1CCN=C1Nc1ccccc1 | 1.0% | -4 | 3% | 0% | 0 | -1% | 0 | 4 | -22
NC(=O)C1CCN(CC(=O)Nc2nc(-c3ccccc3)cs2)CC1 | 0.4% | -5 | 0% | 0% | 2 | -2% | 4 | 0 | -6
COc1cccc(C(=O)/C=C/Nc2ccc(S(=O)(=O)Nc3cccc(C(C)=O)c3)cc2)c1 | -0.5% | -8 | 0% | 0% | -6 | -4% | 0 | 4 | 5
Cc1ccc(OCCn2cnc3ccccc3c2=O)c([N+](=O)[O-])c1 | 4.4% | 1 | 8% | -1% | -6 | 3% | -6 | 10 | -2
Clc1ccccc1NN=Cc1ccccn1 | . | . | -11% | -1% | 1 | -1% | . | . | .
CCNC(=S)NNC(=O)c1ccc(S(=O)(=O)NCc2ccco2)cc1 | . | . | ? | -1% | 1 | -5% | . | . | .
Cc1cccc(OCC(=O)NCCc2nc3ccccc3[nH]2)c1C | 3.8% | -2 | -1% | -1% | -1 | -4% | 7 | 1 | -5
Cn1c(=O)n(C)c2cc(S(=O)(=O)NCCOCCO)ccc21 | 1.7% | -2 | -3% | -4% | -1 | -2% | 5 | 1 | 1
COc1ccc(CC(=O)NCCc2ccc(S(N)(=O)=O)cc2)cc1 | -0.8% | -19 | -3% | 0% | -12 | -1% | -8 | 0 | -12
COc1ccc(OC)c(N/C(C)=C/C(=O)c2ccc(Br)cc2)c1 | -1.8% | -5 | 5% | 0% | -4 | 5% | -3 | -1 | .
O=C(Nc1ccc(/C=C/c2nc3ccccc3o2)cc1)c1c(F)cccc1F | 0.8% | -10 | 0% | -9% | 2 | -6% | -5 | 8 | -42*

Arranged by length of the SMILES (largest number first): some entries from above
SMILES | RXFP1 ag | D1 potentiator | Vif-APOBEC3F blk | Vif-A3G inh | LDHA block | GRP78 ERSR act | D2 PAM | D1 agonist | D1 antag
O=C(Nc1ccc(/C=C/c2nc3ccccc3o2)cc1)c1c(F)cccc1F | 0.8% | -10 | 0% | -9% | 2 | -6% | -5 | 8 | -42*
Cc1ccc(OCCn2cnc3ccccc3c2=O)c([N+](=O)[O-])c1 | 4.4% | 1 | 8% | -1% | -6 | 3% | -6 | 10 | -2
O=C(COC(=O)c1ccc2ncsc2c1)Nc1ccccc1Cl | . | . | -13% | 1% | -3 | 1% | . | . | .

Next records follow:
SMILES | RXFP1 ag | D1 potentiator | Vif-APOBEC3F blk | Vif-A3G inh | LDHA block | GRP78 ERSR act | D2 PAM | D1 agonist | D1 antag
CCCCNC(=O)CCCn1c(=O)c2ccccc2n(Cc2cccc(Cl)c2)c1=O | 5.9% | -1 | 3% | 3% | -4 | -3% | 6 | 1 | 7
COc1ccc(-c2nc3ncccc3o2)cc1NC(=O)c1ccco1 | 4.6% | 1 | -1% | 8% | -2 | -1% | 9 | 16 | 10
CC1Cc2ccccc2N1C(=O)COC(=O)c1cccc(Br)c1 (configuration not stated) | 4.0% | -6 | 3% | 4% | 0 | -3% | 3 | 4 | -19
COc1ccc(C(=O)NNC(=O)c2cccs2)cc1S(=O)(=O)N1CCOCC1 | . | . | -9% | 4% | 3 | -3% | . | . | .
O=C(Nc1ccccc1C(=O)NCc1ccc(Cl)cc1)c1ccco1 | -0.4% | -7 | 0% | -4% | -8 | 2% | 6 | 6 | 10
N#Cc1ccc(C(=O)NC(=S)N2CCN(C=O)CC2)cc1 | . | . | -4% | 1% | -4 | -2% | . | . | .
COc1ccc(C(c2c(C)n(C)n(-c3ccccc3)c2=O)c2c(C)n(C)n(-c3ccccc3)c2=O)cc1OC | 0.6% | -1 | 1% | 3% | 1 | -2% | 12 | 2 | 4
O=C(CNC(=S)NC(=O)c1ccco1)c1ccccc1 | 5.3% | -2 | -12% | 0% | 1 | 0% | 0 | 2 | -7
CC(=O)c1ccc(OCC(=O)Nc2ccc3c(c2)OCO3)cc1 | . | . | 0% | -1% | -17 | 0% | . | . | .
CCOC(=O)c1[nH]c(=S)n(Cc2ccccc2)c1C(=O)OCC | . | . | 1% | 1% | -5 | -2% | . | . | .
CC1(C)NC(=O)N(CC(O)CN(Cc2ccccc2)Cc2ccccc2)C1=O (configuration not stated) | -0.2% | 2 | 2% | 1% | -2 | 0% | -6 | 4 | -12
O=C(CN1CCCC1)OCCCc1ccccc1 | 0.1% | 0 | -15% | 1% | -8 | -5% | 0 | 2 | 10
CCOc1ccc(N(CC(=O)NCc2ccccc2Cl)S(=O)(=O)c2c(C)noc2C)cc1 | 4.0% | -4 | -12% | -4% | -4 | 1% | 1 | 6 | 13
Cc1sc2nc3ccc(NCc4ccco4)nn3c(=O)c2c1C | 14% | -8 | ? | -10% | -6 | -4% | 8 | 0 | 7
CCc1c(C)nc2c(-c3ccccc3)c(C)nn2c1Nc1ccc(NC(C)=O)cc1 | -0.2% | -3 | 20% | -1% | 1 | -3% | 2 | 3 | -24
CCOC(=O)Cn1nc(CC)c2ccccc2c1=O | -0.2% | 1 | 6% | -6% | -7 | -3% | -1 | 3 | -3
CC(C)NC(=O)CN1C(=O)c2cccc3cccc1c23 | 0.5% | 1 | 0% | -14% | 0 | -2% | 3 | 7 | -6
CCC(NC(=O)NCc1ccc2c(c1)OCO2)(C(F)(F)F)C(F)(F)F | 1.8% | -1 | -1% | 0% | 1 | -3% | 8 | 2 | -25
CCN(CCn1cccn1)Cc1c(C(=O)N2CCCCCCC2)nc2ccc(Cl)cn12 | 2.8% | 0 | 0% | -4% | -7 | 0% | 3 | 2 | 4
CC(C)Nc1nc(NC(C)C)nc(SCC(N)=O)n1 | -2.0% | -2 | 15% | -5% | -1 | 0% | 10 | 1 | -10
COc1ccc(/C=C2\CCOC2=O)cc1 | 0.3%&2.4% | 5&-3 | -2% | 0% | -7 | -1% | -1&-6 | 2&1 | 12&4
COc1ccc(OCC(=O)NCC(c2cccs2)N2CCOCC2)cc1 (configuration not stated) | 0.2% | 4 | 3% | -6% | -7 | -3% | -4 | 3 | -10
CNCCC(Oc1ccccc1OC)c1ccccc1 (configuration not stated) | . | . | -4% | 1% | -8 | -5%&0%&1% | . | . | .
COc1cc(OC)cc(-c2nc(SCC(=O)Nc3ccccc3F)n[nH]2)c1 | 17% | -9 | 0% | 0% | 2 | -3% | -7 | 1 | 3
O=c1c2c3c(sc2ncn1/N=C/c1ccc([N+](=O)[O-])o1)CCCC3 | 1.9% | 8 | ? | -6% | 2 | 3% | -5 | 1 | -9
COC(=O)c1ccccc1NC(=O)CSc1nc2ncccc2[nH]1 | 4.4% | 0 | 8% | 0% | -2 | -3% | -2 | 1 | 5
Cc1cccc(S(=O)(=O)NC2CCN(C#N)C2)c1 (configuration not stated) | . | -3 | . | . | 4 | . | . | 6 | -16
Cc1nc2nc(-c3cccnc3)[nH]n2c(=O)c1C | 1.4% | -2 | 3% | 1% | -6 | -4% | -2 | 2 | -8
COCCN(C(=O)COC(=O)c1ccc(Cl)s1)c1c(N)n(Cc2ccccc2)c(=O)[nH]c1=O | -1.4% | 3 | -7% | 0% | -10 | -5% | -8 | 3 | -6
CC12CCC(C1)C(C)(C)C2NS(=O)(=O)c1ccc(F)cc1 (configuration not stated) | 2.3% | -8 | 0% | 3% | 2 | -4% | 5 | 3 | 1

Entries listed so far containing a Cl atom:
SMILES | RXFP1 ag | D1 potentiator | Vif-APOBEC3F blk | Vif-A3G inh | LDHA block | GRP78 ERSR act | D2 PAM | D1 agonist | D1 antag
O=C(COC(=O)c1ccc2ncsc2c1)Nc1ccccc1Cl | . | . | -13% | 1% | -3 | 1% | . | . | .
Clc1ccccc1NN=Cc1ccccn1 | . | . | -11% | -1% | 1 | -1% | . | . | .
CCCCNC(=O)CCCn1c(=O)c2ccccc2n(Cc2cccc(Cl)c2)c1=O | 5.9% | -1 | 3% | 3% | -4 | -3% | 6 | 1 | 7
O=C(Nc1ccccc1C(=O)NCc1ccc(Cl)cc1)c1ccco1 | -0.4% | -7 | 0% | -4% | -8 | 2% | 6 | 6 | 10
CCOc1ccc(N(CC(=O)NCc2ccccc2Cl)S(=O)(=O)c2c(C)noc2C)cc1 | 4.0% | -4 | -12% | -4% | -4 | 1% | 1 | 6 | 13
CCN(CCn1cccn1)Cc1c(C(=O)N2CCCCCCC2)nc2ccc(Cl)cn12 | 2.8% | 0 | 0% | -4% | -7 | 0% | 3 | 2 | 4
COCCN(C(=O)COC(=O)c1ccc(Cl)s1)c1c(N)n(Cc2ccccc2)c(=O)[nH]c1=O | -1.4% | 3 | -7% | 0% | -10 | -5% | -8 | 3 | -6

A portion of the library, so the mix of outcomes need not match the whole.
